# Source: PubChem BioAssay
# FXIa inh 1536: inhibitors of human coagulation factor XIa. actives 0.14% (n = 220,000). inhibition, % at 5 µM. purified FXIa, Boc-Glu-Ala-Arg-AMC fluorogenic substrate;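 active = inhibition of at least 40%; inactive = inhibition below 40%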;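 note: fluorescence of freed AMC excited at 355 nm; 0% = enzyme without compound and 100% = no enzyme blank; many of its hits are not listed in these tables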
# eIF4E-4G inh: eIF4E/eIF4G interaction inhibition in translation initiation. P63073+Q04637. AID 782. TR-FRET eIF4E-eIF4GI(517-606) binding, 2 h. actives 0.37% (n = 220,000). inhibition, % at 21.7 µM;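 active = inhibition above about 30%, limit read from the data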;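 note: 0% = full FRET control wells and 100% = background wells lacking eIF4GI fragment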
# MDM2 E3 inh: inhibitors of human Mdm2 E3 ubiquitin ligase; Q00987; cell-based MDM2 ubiquitination luciferase reporter, 2 h; 0 = plate control, 100 = twice control, blank-subtracted; signal enhancement, % at 5 µM; actives 0.11% (n = 210,000);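 active = signal enhancement of 30% or more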;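 note: luminescence tracks abundance of the self-degrading MDM2-luciferase fusion protein; higher signal means inhibition of MDM2 E3 ligase activity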
#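 Timing – 2 h compound exposure at 37 °C · Assay system – mammalian cells stably expressing self-ubiquitinating, self-degrading MDM2 E3–luciferase fusion · Amount – 2000 cells seeded into each well · Measure – % luminescence enhancement versus blank-corrected plate control mean · Measured by – SteadyLite luminescence, 15 min reagent step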
# p97 inhibitor: inhibitors of human p97 ATPase. actives 0.42% (n = 220,000). P55072. recombinant p97 ATPase, Kinase-Glo ATP luminescence, 3 h. inhibition, % at 8 µM; in the data active = inhibition above about 15%;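 note: 0% = DMSO vehicle and 100% = wells lacking enzyme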
# hK5 inh: inhibitors of human kallikrein 5; Q9Y337; recombinant hK5, fluorogenic AMC substrate cleavage; inhibition, % at 5 µM; actives 0.59% (n = 210,000); AID 873;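 active = inhibition of 40% or more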;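 note: 0% = enzyme controls without compound and 100% = no-enzyme blanks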
# Target sequence (Q9Y337 67-293 limits assumed): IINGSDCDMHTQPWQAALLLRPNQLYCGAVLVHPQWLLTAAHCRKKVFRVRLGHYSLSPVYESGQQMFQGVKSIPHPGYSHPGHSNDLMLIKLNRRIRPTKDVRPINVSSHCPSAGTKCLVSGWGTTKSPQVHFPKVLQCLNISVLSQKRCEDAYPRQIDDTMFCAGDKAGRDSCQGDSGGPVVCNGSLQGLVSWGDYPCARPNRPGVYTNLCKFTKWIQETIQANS
# FXIIa inh 1536: blocks human coagulation factor XIIa protease activity. AID 800. P00748. actives 0.3% (n = 220,000). inhibition, % at 5 µM. purified FXIIa, Boc-QGR-AMC fluorogenic substrate, 2 h; in the data active = inhibition above about 40%;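 note: 0% = enzyme with no compound and 100% = blank without enzyme; many of its hits are not listed in these tables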
# Rad51 HR inh: blocks human Rad51 in homologous recombination; AID 1385; hRad51 DNA strand exchange, fluorescence dequenching; inhibition, % at 10 µM; actives 0.085% (n = 200,000); Q06609;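 active = inhibition above 40% at the single screening dose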;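 note: 0% = DMSO control wells and 100% = blanks with heterologous ssDNA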
# Target sequence (Q06609 whole entry, looked up): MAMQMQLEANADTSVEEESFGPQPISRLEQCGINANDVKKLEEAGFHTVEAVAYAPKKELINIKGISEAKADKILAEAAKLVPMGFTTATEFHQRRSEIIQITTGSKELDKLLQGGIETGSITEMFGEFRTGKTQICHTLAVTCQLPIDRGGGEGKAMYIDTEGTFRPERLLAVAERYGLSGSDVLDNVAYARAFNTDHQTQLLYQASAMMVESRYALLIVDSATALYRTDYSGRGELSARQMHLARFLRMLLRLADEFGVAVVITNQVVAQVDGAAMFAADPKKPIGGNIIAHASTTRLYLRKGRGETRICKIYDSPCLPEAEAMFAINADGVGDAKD
#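 Test system: preformed human Rad51 ssDNA filaments; also added: Donor/quencher-labelled 47-bp dsDNA substrate; doses: 10 µM final, single point; times: 37 °C 15-min filament assembly, 30-min compound preincubation, 15-min exchange; detection: FRET fluorescence dequenching, excitation 485 nm, emission 520 nm; read-out basis: Fluorescence-based percent inhibition, control- and blank-normalised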
# 14-3-3 Bad inh: disrupts binding of bovine 14-3-3 zeta to phospho-Bad peptide | P63103 | TR-FRET 14-3-3zeta/Dy647-pBad peptide displacement, 1 h | inhibition, % at 21.7 µM | actives 0.71% (n = 220,000) | AID 781;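 active = inhibition above about 70%, limit read from the data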;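 note: 0% = full 14-3-3 plus peptide FRET controls and 100% = background without 14-3-3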
# Target sequence (P63103 whole entry, looked up): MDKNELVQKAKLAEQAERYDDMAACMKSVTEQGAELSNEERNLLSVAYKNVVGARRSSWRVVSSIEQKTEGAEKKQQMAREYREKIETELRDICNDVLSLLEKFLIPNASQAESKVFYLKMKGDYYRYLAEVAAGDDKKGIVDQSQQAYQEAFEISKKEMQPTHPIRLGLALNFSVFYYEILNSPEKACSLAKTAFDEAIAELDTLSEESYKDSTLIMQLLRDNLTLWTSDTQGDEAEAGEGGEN
# Wee1 degr inh: inhibitors of human Wee1 degradation | actives 1.2% (n = 220,000) | reporter increase, % at 5 µM | HeLa Luc-Wee1K328M stability, luciferase luminescence; 100% = proteasome inhibitor MG132 effect | AID 1321;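 active = activation above the mean of all tested compounds plus 3 SD, set per screening run, cut at about 8.8% in these data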;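 note: cells exposed to compound for 20 h before luminescence read; 0% = DMSO alone and 100% = MG132 at 30 µM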
# * marks the source's active call; other numbers are inactive results; x = no result given; & = joins results of further samples; [ ] = dose if it differs, or a comment.
SMILES,FXIa inh 1536,eIF4E-4G inh,MDM2 E3 inh,p97 inhibitor,hK5 inh,FXIIa inh 1536,Rad51 HR inh,14-3-3 Bad inh,Wee1 degr inh
Cc1cc[n+](CC(=O)c2cccs2)cc1,17.8,-6.6[fluorescence artefact?],-17.8,1.2,-8.2,21.2,-3.0,-13.9[fluorescence artefact?],2.0
Cc1cc(=O)oc2cc(OCCCC[n+]3ccccc3)ccc12,10.6,1.4,-10.5,2.9,2.4,3.6,6.0,0.3,0.1
CC1(C)CC(=O)c2sc(NC(=O)c3ccc4ncsc4c3)nc2C1,3.7,-3.3,-11.2,5.9,-6.0,14.6,-0.4,-3.8,-1.8
CCOC(=O)NNC(=O)CCn1c2c(c3ccccc31)CCCC2,11.7,5.1,-12.2,1.6,2.2,15.1,4.0,-3.4,-1.4
CCN(CC)S(=O)(=O)c1ccc(OCC(=O)NCc2ccccc2)cc1,2.5,-2.6,-7.7,2.7,4.7,14.0,10.6,1.3,-1.4
COC(CNC(=O)C1CC(=O)N(CCc2ccccc2)C1)OC (configuration not stated),-4.6,x,-9.7,-6.3,-2.1,-0.8,9.5,x,0.4
CCOC(=O)COc1ccc2cc(C(=O)OCC)c(=O)oc2c1,-5.6,x,-3.2,1.8,-72.5,-3.8,x,x,-2.3
O=C(NCN1CCN(c2ccccn2)CC1)c1cnccn1,-7.5,1.2,-11.6,5.8,5.0,3.7,0.6,0.8,0.9
O=C(CCN1C(=O)/C(=C\c2cccs2)SC1=S)NC1=NCCS1,4.7,1.0[fluorescence artefact?],-5.2,4.5,-4.5,7.9,-5.7,1.3,1.0
CCOc1ccc(N(CC(=O)NC2CCCC(C)C2C)S(=O)(=O)c2c(C)noc2C)cc1 (configuration not stated),-7.0,-1.8,-15.3,1.3,0.3,-2.5,-5.6,-1.6,-0.7
COc1ccc(S(=O)(=O)Nc2nnc(C(C)C)s2)cc1,5.5,-3.0[fluorescence artefact?],-15.5,3.9,-6.3,11.7,1.9,-8.0[fluorescence artefact?],-0.1
CCC(C)n1nnc2c(=O)oc3ccccc3c21 (configuration not stated),1.4,1.4[fluorescence artefact?],-4.5,4.5,-20.1,2.2,-9.6,-0.1[fluorescence artefact?],0.5
Cc1ccc2oc(-c3ccc(NC(=O)c4ccc5c(c4)OCO5)cc3)nc2c1,-5.6,4.5,1.8,6.2,-42.8,0.0,-8.1,16.1,2.0
O=C(/C=C/c1ccc(S(=O)(=O)N2CCOCC2)cc1)OCC(=O)c1ccc([N+](=O)[O-])cc1,-4.0,1.1,x,4.2,-2.1,0.3,16.4,-5.2,1.1
Cc1ccc(Nc2nnc(SC3CCOC3=O)s2)cc1 (configuration not stated),8.1,-0.7,-12.1,0.0,-4.9,7.7,0.7,-6.7[fluorescence artefact?],-0.4
CCOC(=O)N1CCC(NC(=O)c2cc(C(=O)Nc3ccc(S(=O)(=O)N4CCCCC4)cc3)ccc2CO)CC1,-4.4,-0.2,-11.4,-1.8,x,-0.2,x,4.4,-0.3
O=C1/C(=C/c2cccs2)SC(=S)N1c1cccc(O)c1,-4.0,3.1,0.4,1.1,-5.3,5.0,15.8,-9.0,-2.3
O=[N+]([O-])c1cc2c(cc1Br)CCN2,1.2,-2.0,-3.6,3.2,-3.4,10.1,16.4,-20.1,3.1
Cc1nc(N2CCN(Cc3ccccc3)CC2)c(C#N)c2c1COC(C)(C)C2,10.1,-0.7,x,2.9,-2.2,15.5,-0.6,-7.6,-2.1
Cn1c(=O)c2c(nc(N/N=C/c3ccc(OC(=O)c4ccco4)cc3)n2Cc2ccc(F)cc2)n(C)c1=O,2.1,11.4,-10.5,4.8,-3.4,12.6,-22.6,52.9,0.7
CC(C)OC(=O)c1cc(C(=O)c2cc(Br)ccc2O)coc1=N,-20.1,-1.7,-13.8,1.6,-22.9,-4.9,-1.5,-17.9,-3.5
Cc1ccccc1C(=O)Nc1ccccc1C(=O)NCc1ccccc1,-7.2,10.3,-4.0,1.7,-5.0,8.6,-6.5,5.5,-0.2
Cc1csc(SCC(=O)NCc2ccccc2Cl)n1,25.5,-3.7,-91.6,-4.6,35.2,21.1,-1.0,-1.3,-2.2
CC(C)NC(=S)N/N=C/c1ccc2c(c1)OCCO2,8.9,-1.6,-10.4,-5.0,-8.0,8.2,6.7,-9.0,4.5
CCN1CCN(C(=S)c2ccc(OCC(=O)NCc3ccccc3)cc2)CC1,-4.7,1.0,-5.0,1.6,-12.0,-0.4,-24.1,-9.2,1.1

# Three entries out of the list above, sorted by their value in FXIIa inh 1536, lowest first:
SMILES	FXIIa inh 1536
CCOc1ccc(N(CC(=O)NC2CCCC(C)C2C)S(=O)(=O)c2c(C)noc2C)cc1 (configuration not stated)	-2.5
O=C(CCN1C(=O)/C(=C\c2cccs2)SC1=S)NC1=NCCS1	7.9
CC(C)NC(=S)N/N=C/c1ccc2c(c1)OCCO2	8.2

# Going on with the list:
SMILES,FXIa inh 1536,eIF4E-4G inh,MDM2 E3 inh,p97 inhibitor,hK5 inh,FXIIa inh 1536,Rad51 HR inh,14-3-3 Bad inh,Wee1 degr inh
O=C1/C(=C\c2ccco2)SC(=S)N1Cc1ccccc1,2.6,1.7[fluorescence artefact?],-13.4,1.4,1.4,8.3,0.2,-6.0[fluorescence artefact?],5.2
O=C(NC(=S)N1CCN(CCO)CC1)C12CC3CC(CC(C3)C1)C2,1.2,1.6,2.7,6.0,0.7,10.1,-19.0,-6.0,0.9
O=C(N/N=C/c1ccccn1)c1cc(-c2cccc3ccccc23)n[nH]1,0.0,-1.3,-5.4,8.4,-40.9,4.3,2.7,-3.2,0.7
Cc1nc2sc(C(c3ccccc3)N3CCOCC3)c(O)n2n1 (configuration not stated),-2.1,-2.4[fluorescence artefact?],x,1.7,-8.6,6.3,-1.6,-9.4,4.4
O=C(NCc1ccccn1)c1ccc(CNS(=O)(=O)c2cccc(C(F)(F)F)c2)cc1,-4.3,-0.1,-5.4,-3.0,-10.3,4.4,2.8,-4.4,-2.2
CCOC(=O)c1c(NC(=O)c2cccc(N3C(=O)CCC3=O)c2)sc(C)c1C,-5.4,-3.1,-12.9,1.7,-3.3,4.0,-4.0,3.6,2.7
CC[n+]1c(/C=C/Nc2ccccc2)oc2ccc(OC)cc21,2.1,-1.7,-12.6,1.9,-0.4,4.3,-77.3,-6.8,-0.1
CN1[C@@H]2CC(OC(=O)[C@H](CO)c3ccccc3)C[C@H]1[C@@H]1O[C@@H]12 (some centres not stated),17.6&9.4,2.4&-0.5,x,4.1&-0.7,-14.1&-7.1,4.8&7.8,-5.3&0.5&-0.9,-3.3&-4.8,-2.8&-2.5
Cc1ccc(NC(=S)N(CCN2CCOCC2)Cc2cc3cc4c(cc3[nH]c2=O)OCO4)cc1,6.8,-1.0,-10.0,0.5,x,10.3,x,-8.2,-1.3
CC(C)C(=O)N1CCN(c2ccccc2NC(=S)NC(=O)c2cccs2)CC1,0.9,-3.7,-7.5,3.2,3.7,10.1,6.4,-11.6,-1.4
O=C(Nc1ccc(Cl)cc1)N1CCSCC1,-5.2,2.5[fluorescence artefact?],7.6,2.2,0.2,-5.7,x,-1.9,1.2
CCN(CC)S(=O)(=O)c1ccc(Cl)c(C(=O)NCc2ccco2)c1,-3.4,0.9,-7.6,3.2,-3.8,2.1,-1.1,-8.0,1.3
Cc1cc(/C=N/NC(=O)c2ccc(O)cc2)c(C)n1CC(C)C,2.0,-3.3,-4.8,10.3,0.7,11.2,13.1,-7.1,-1.6
Cc1ccc2nc(Cl)c(C3CC(c4ccco4)=NN3S(C)(=O)=O)cc2c1 (configuration not stated),1.1,1.8,3.2,10.9,-8.1,4.1,15.8,-0.2,5.6
Cc1ccc(N2C(=O)C3C(C2=O)C2C=CC3C23CC3)cc1 (configuration not stated),-5.2,4.0,-14.6,-0.8,4.9,-11.2,-2.8,5.7,-2.3
CC(c1nnc(SCC(=O)Nc2sccc2C#N)n1-c1ccc(Cl)cc1)N(C)C (configuration not stated),1.3,-14.2,-78.3,-1.0,2.0,9.7,-3.4,-5.8,4.2
Cc1cccc(C(=O)Nc2nnc(C3=COCCO3)o2)c1,-6.6,-2.7,-11.6,1.4,-11.8,-2.7,-45.9,-13.1,-0.6
Cc1cc(N)n2ncc(-c3ccccc3)c2n1,-10.6,7.8,-10.7,12.3,-22.0,-6.2,-4.5,1.4,4.1
Cc1ccccc1NC(=S)NCc1ccccc1,-1.8,0.8,-16.6,4.2,-9.5,4.5,-9.9,6.2[fluorescence artefact?],3.9
COc1ccc(CCn2c(N3CCN(Cc4ccccc4)CC3)nc3c2c(=O)[nH]c(=O)n3C)cc1,7.9,3.8,-1.0,-0.5,-26.9,11.9,-6.2,-5.4,-0.8
COC(=O)c1ccc(NC(=O)C23CC4CC(C2)CC(n2cncn2)(C4)C3)cc1,-3.5,1.6,x,-2.1,-11.1,12.3,6.2,0.4,-1.3
Cc1ccc(S(=O)(=O)N2CCN(C(=O)c3cc4c(C)nn(-c5ccccc5)c4s3)CC2)cc1,4.1,-5.7,-13.4,3.8,-6.0,22.0,4.5,-4.0[fluorescence artefact?],-1.8
O=C(c1ccc(N2C(=O)C3CC=C(Cl)CC3C2=O)cc1)N1CCCCC1 (configuration not stated),12.3,1.9,-22.4,2.1,-11.1,22.1,5.4,-3.7,1.2
Cc1nn(CC(=O)Nc2ccc(Cl)cn2)c(C)c1[N+](=O)[O-],0.7,-2.4,-8.9,5.0,-7.4,20.9,4.2,-6.2,4.2
CCOc1ccccc1-c1nc(-c2ccncc2)no1,-4.8,3.5,-9.7,-0.3,-0.3,11.1,-4.7,10.4,-3.0

# Further structures follow.
SMILES,FXIa inh 1536,eIF4E-4G inh,MDM2 E3 inh,p97 inhibitor,hK5 inh,FXIIa inh 1536,Rad51 HR inh,14-3-3 Bad inh,Wee1 degr inh
Cc1cc(C)c2c(c1)/C(=N\N=c1\sc3ccccc3n1C)C(=O)N2,-0.2,-8.7,x,0.1,4.2,10.1,-7.1,3.1,0.5
CN1/C(=C\C=N\NC(=O)c2ccc(O)cc2)C(C)(C)c2ccccc21,2.9,13.7,0.8,4.7,-12.6,10.5,-3.5,-19.9,-0.8
COc1ccc(-c2nc(C#N)c(NCCc3ccccc3)o2)cc1,3.1,1.6,-11.0,-0.1,14.5,6.8,0.1,2.6,0.8
COc1ccc(CN2CCN(C(=O)c3cccnc3)CC2)cc1Br,17.5,-0.1,-14.8,-2.2,7.3,6.9,0.9,60.3[fluorescence artefact?],2.0
CCN(CC)S(=O)(=O)N1CCC(C(=O)NCCC2=CCCCC2)CC1,20.5,-2.0,-0.4,-1.0,22.2,11.4,-35.8,-14.5,6.8
O=C(Oc1cccnc1)c1cc(S(=O)(=O)N2CCCCC2)ccc1Cl,-1.7,-1.1,-12.3,-0.7,1.2,8.5,1.0,-10.7[fluorescence artefact?],0.1
Nc1ncnc(Nc2ccccn2)c1[N+](=O)[O-],0.8,-0.7,-20.4,1.8,-0.7,10.9,13.0,-7.5,1.2
COC(=O)[C@H](CCSC)NC(=O)NC1CC1,-1.0,0.6,-10.8,1.1,-10.3,3.9,-13.5,-5.3,2.4

# The order is random; overall some 3.5% were active at least once.
